Screening results: PubChem BioAssay, The Scripps Research Institute Molecular Screening Center
MITF primary – MITF inhibitors, primary screen, biochemical, AlphaScreen, human; AID 1259374, 2018; AlphaScreen MITF homodimerization, bead proximity signal; inhibition, % at 2.6 µM; Microphthalmia-associated transcription factor (Homo sapiens), O75030; 650,000 compounds, 0.91% hits; in the data active = inhibition above about 50%;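 also: 0% = vehicle wells with protein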
GPR151 ag – activators of human GPR151, primary screen, cell-based, PathHunter beta-arrestin, luminescence; G-protein coupled receptor 151 (Homo sapiens), Q8TDV0; PathHunter beta-arrestin GPR151 cells; activation, % at 11.2 µM; 650,000 compounds, 1% hits; in the data active = activation above about 4.9%;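 also: 0% = median of compound wells and 100% = cells with positive control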
Target sequence (Q8TDV0 whole entry, looked up): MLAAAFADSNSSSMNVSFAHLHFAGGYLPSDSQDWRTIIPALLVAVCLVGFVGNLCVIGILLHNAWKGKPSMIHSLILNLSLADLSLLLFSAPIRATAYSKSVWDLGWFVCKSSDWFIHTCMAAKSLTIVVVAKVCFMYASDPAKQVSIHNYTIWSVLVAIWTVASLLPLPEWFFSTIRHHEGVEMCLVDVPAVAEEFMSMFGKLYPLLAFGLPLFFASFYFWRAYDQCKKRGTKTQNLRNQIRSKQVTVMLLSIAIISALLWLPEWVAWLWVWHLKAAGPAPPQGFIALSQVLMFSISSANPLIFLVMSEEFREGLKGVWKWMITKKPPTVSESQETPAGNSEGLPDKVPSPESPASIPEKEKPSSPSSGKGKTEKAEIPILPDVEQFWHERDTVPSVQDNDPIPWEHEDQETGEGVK
TEAD-YAP inh – TEAD-YAP interaction inhibition, primary screen, TEAD-YAP interaction inhibitor project, luminescence, HEK-TIYL cells. TEAD-Gal4/YAP UAS-luciferase luminescence. inhibition, % at 9.12 µM. 640,000 compounds, 1.4% hits; in the data active = inhibition above about 32%;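 also: 0% = median of test compound wells and 100% = reference inhibitor wells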
FBW7 act – FBW7 E3 ligase activators, primary screen, biochemical, AlphaScreen, human | F-box/WD repeat-containing protein 7 (Homo sapiens), Q969H0 | AlphaScreen FBW7–phospho-cyclin E peptide binding, activator screen | normalized activity (activation), % at 26.1 µM | 650,000 compounds, 0.13% hits | AID 1259310, 2017; in the data active = normalized activity above about 1.9%;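 also: purified mutant Fbw7 with reduced substrate affinity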
Target sequence (Q969H0 whole entry, looked up): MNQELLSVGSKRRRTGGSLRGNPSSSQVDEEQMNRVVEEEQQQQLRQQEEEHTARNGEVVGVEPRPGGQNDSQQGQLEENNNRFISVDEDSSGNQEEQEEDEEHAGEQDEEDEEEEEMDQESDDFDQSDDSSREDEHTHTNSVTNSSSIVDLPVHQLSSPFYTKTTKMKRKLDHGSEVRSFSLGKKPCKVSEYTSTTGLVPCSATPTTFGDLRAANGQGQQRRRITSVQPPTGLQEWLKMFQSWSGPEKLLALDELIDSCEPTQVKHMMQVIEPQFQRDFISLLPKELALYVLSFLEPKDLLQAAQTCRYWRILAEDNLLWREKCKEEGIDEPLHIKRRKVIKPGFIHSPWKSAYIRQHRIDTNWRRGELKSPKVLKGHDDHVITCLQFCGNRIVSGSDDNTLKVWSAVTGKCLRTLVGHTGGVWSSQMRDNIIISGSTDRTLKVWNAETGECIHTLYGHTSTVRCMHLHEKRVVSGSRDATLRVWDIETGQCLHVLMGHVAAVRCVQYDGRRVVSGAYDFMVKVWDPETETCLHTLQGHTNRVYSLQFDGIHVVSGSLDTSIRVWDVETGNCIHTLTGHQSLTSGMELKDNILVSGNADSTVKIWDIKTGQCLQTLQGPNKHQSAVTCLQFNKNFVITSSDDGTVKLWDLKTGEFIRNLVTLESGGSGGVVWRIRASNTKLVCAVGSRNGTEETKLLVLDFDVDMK
* marks the source's active call; other numbers are inactive results; & = joins results of further samples. No enrichment for hits; any-hit rate near 3.5%.

The line under a structure holds: MITF primary | GPR151 ag | TEAD-YAP inh | FBW7 act
COc1ccc(-c2csc(NC(=O)c3ccc(S(=O)(=O)N4CC(C)CC(C)C4)cc3)n2)cc1OC (stereo unspecified)
  4 | 0.8 | -5 | 1.0
Cc1ccc(S(=O)(=O)N2CCCOC2CNC(=O)C(=O)NC(C)C)cc1 (stereo unspecified)
  -2 | -0.3 | 0 | -0.1
COc1ccc2c(C)c(Cc3ccccc3)c(=O)oc2c1C
  12 | -1.1 | 3 | 0.0
CN(C)CCCN(C)CCCN(C)CCCNC(=O)/C=N\O
  -127 | 0.0 | 7 | -0.1
O=C(O)CSCC(=O)N1CCCCC1
  6 | -0.2 | -1 | 0.0
COc1ccc(C(=O)N2CCN(c3ccc(F)cc3)CC2)cc1[N+](=O)[O-]
  2 | 0.8 | 9 | 0.0
COc1ccc(/C=N\NC(=O)CNc2ccccc2C)cc1
  15 | -0.6 | -15 | 0.0
Cc1ccc(OCCCn2cnc3ccccc32)cc1
  -2 | -1.5 | -54 | -0.1
Cn1ncc2c(Nc3cccc4ccccc34)ncnc21
  7 | 2.5 | -1 | -0.1
CC1(C)C(=O)OC(c2ccccc2)C2(CCCCC2)C1=O (stereo unspecified)
  1 | -0.2 | 5 | 0.3

Next part.
The line under a structure holds: MITF primary | GPR151 ag | TEAD-YAP inh | FBW7 act
C/C(NCCO)=C1/C(=O)C(=O)N(CCO)C1c1ccc(Br)cc1 (stereo unspecified)
  -12 | -0.3 | 9 | -0.1
Cc1ccc(/C=C2\N=C(c3ccc(Br)cc3)OC2=O)o1
  23 | -0.6 | -2 | 0.3
COc1ccc(-c2cnc3c(NC4CCC(O)CC4)nccn23)cc1OC (stereo unspecified)
  10 | -0.4 | 17 | -0.4
COc1ccc(OC)c(NC(=O)CSc2n[nH]c(C)n2)c1
  -1 | -0.8 | -9 | -0.1
COc1ccc(C(=O)NC(=S)NC(C)(C)C)cc1I
  12 | 0.1 | -5 | 0.7
O=C(NC1CCCCC1)c1ccc(S(=O)(=O)NCc2cccnc2)cc1
  13 | 0.4 | 7 | 0.2
COc1cc(/C=C(/C#N)C(N)=O)ccc1OCc1ccccc1
  7 | -1.3 | -20 | -0.1
O=C(Nc1cccc(-c2csc(NC(=O)c3cc(Cl)cc(Cl)c3)n2)c1)c1cc(Cl)cc(Cl)c1
  5 | 1.9 | -10 | 0.0
COc1ccccc1NC(=O)CSc1nnc(-c2ccc(O)cc2)o1
  4 | -0.8 | -55 | -0.1
COc1ccc(OC)c(NC(=O)C23CCC(C)(C(=O)O2)C3(C)C)c1 (stereo unspecified)
  -1 | 2.3 | 0 | 0.0

(next part)
The line under a structure holds: MITF primary | GPR151 ag | TEAD-YAP inh | FBW7 act
CC1CCCC(NC(=O)C2N(CCCN3CCOCC3)C(=O)C3C(C(=O)Nc4ccc(F)c(Cl)c4)C4C=CC32O4)C1C (stereo unspecified)
  -6 | -0.4 | 0 | -0.1
CC(C)N(Cc1ccccc1)C(=O)COc1ccccc1
  13 | -0.1 | -4 | 0.0
O=C(CCC(=O)Nc1cccc(Cl)c1)Nc1cccc(Cl)c1
  -11 | -0.6 | -4 | 0.0
CCCCNS(=O)(=O)c1cc(Br)cc2c1N(C(C)=O)CC2
  7 | 0.6 | 10 | -0.1
COCCOC(=O)c1c2c(n3ccccc13)C(=O)c1ccccc1C2=O
  4 | 0.3 | 12 | -0.2
O=C(CSc1nnc2c(n1)[nH]c1ccc(Cl)cc12)Nc1ccc([N+](=O)[O-])cc1
  12 | -1.2 | -1 | 0.8
COc1ccc(C2C(C(C)=O)=C(C)Nc3ncnn32)cc1[N+](=O)[O-] (stereo unspecified)
  -3 | -0.6 | 1 | -0.1
FC(F)(F)c1cccc(CNc2nc(Nc3cccnc3)nc3nc[nH]c23)c1
  7 | 3.3 | -19 | 0.0
CCOc1ccc(/C=C2/NC(=O)NC2=O)cc1Br
  -10 | -0.1 | -20 | -0.4
COc1cccc(CNC(=O)c2n[nH]c3ccc(-c4cn[nH]c4)cc23)c1
  1 | -1.5 | 12 | 0.0

The last 3 entries of the part above lead into the next:
The line under a structure holds: MITF primary | GPR151 ag | TEAD-YAP inh | FBW7 act
FC(F)(F)c1cccc(CNc2nc(Nc3cccnc3)nc3nc[nH]c23)c1
  7 | 3.3 | -19 | 0.0
CCOc1ccc(/C=C2/NC(=O)NC2=O)cc1Br
  -10 | -0.1 | -20 | -0.4
COc1cccc(CNC(=O)c2n[nH]c3ccc(-c4cn[nH]c4)cc23)c1
  1 | -1.5 | 12 | 0.0
COC(=O)C(C)Oc1ccc2c(C)c(Cc3ccccc3)c(=O)oc2c1 (stereo unspecified)
  -19 | 0.1 | -6 | 0.5
Cc1csc(SCC(=O)NCc2ccc3c(c2)OCO3)n1
  14 | -0.1 | 0 | 0.3
Cc1cc(Br)ccc1NC(=O)c1ccc(Cl)cc1Cl
  -1 | 0.9 | -54 | 0.0
COc1ccc(-c2noc(CN(C)Cc3ccncc3C)n2)c(OC)c1OC
  7 | 15* | 4 | 0.0
CCCCCc1c(O)nc(SCC(=O)NCC2CCCO2)[nH]c1=O (stereo unspecified)
  -6 | -0.3 | -8 | 0.1
Cc1ccc(OCC(=O)Nc2ccc(-c3ccccc3)cc2)cc1C
  7 | -0.1 | -4 | -0.1
O=C(CN1C(=O)c2ccccc2C1=O)NCc1ccc(Cl)cc1
  3 | -0.9 | 4 | 0.7
CCN1CCCC1CNC(=O)c1nc(-c2cccnc2)no1 (stereo unspecified)
  -3 | -3.1 | 0 | 0.1
NNC(=O)CNC(=O)/C=C/c1ccco1
  -9 | 1.2 | -6 | 0.0
Cc1ccc(S(=O)(=O)N2C(=O)CCC2C(=O)Nc2cc([N+](=O)[O-])ccc2C)cc1 (stereo unspecified)
  21 | -1.3 | 6 | 0.4

Further records:
The line under a structure holds: MITF primary | GPR151 ag | TEAD-YAP inh | FBW7 act
Brc1cccc(-c2cnc3n2CCCCC3)c1
  2 | 0.3 | -5 | -0.1
COc1ccc(-c2cncc(-c3ccc(O)c(OC)c3)n2)cc1
  4 | 2.1 | -9 | -0.1
CNC(=O)c1cnn(-c2ccccc2)c1-n1cccc1
  -8 | 1.1 | -3 | 0.6
O=C(Nc1ccccc1C(=O)NCc1ccccc1)c1ccc([N+](=O)[O-])cc1
  10 | -0.3 | 11 | 0.1
Nc1ccc(C(=O)CC(=O)Nc2ccc(Cl)cc2)cc1
  1 | 0.2 | 3 | -0.1
COc1ccc(-c2n[nH]c(=S)n2/N=C/c2cccc(OC)c2O)cc1
  -2&-4 | -0.9&2.4 | -7&-6 | 0.4&0.4
Cc1cccc(N2CCN(CC(=O)N3CCOCC3)CC2)c1C
  21 | 1.4 | 10 | 0.3
O=C(NC(c1ccccc1)c1ccsc1)C1CCN(S(=O)(=O)c2ccccc2)CC1 (stereo unspecified)
  4 | -0.3 | 19 | -0.3
CC1SC(c2ccc(Cl)c(Cl)c2)NC1=O (stereo unspecified)
  9 | 0.1 | -8 | 0.8
Cn1c(=O)n(C)c2cc(S(=O)(=O)NCC(=O)O)ccc21
  -5 | 0.3 | -5 | 0.0

More results follow.
The line under a structure holds: MITF primary | GPR151 ag | TEAD-YAP inh | FBW7 act
C/C(CS(=O)(=O)c1ccc(Cl)cc1)=N/NC(N)=S
  -2 | 1.6 | 4 | 0.0
C/C(=N\NC(=O)/C(=C/c1ccc(N(C)C)cc1)NC(=O)c1ccccc1)c1ccco1
  4 | 1.5 | 5 | -0.1
CCc1ccc(CN2CCC3(CC2)C(C(=O)OC)CC(=O)N3Cc2ccccc2)cc1 (stereo unspecified)
  -8 | -1.1 | 16 | 0.5
Cc1cc(=O)n2[nH]cc(-c3ccc(Cl)cc3)c2n1
  -15 | -0.4 | 5 | 0.1
CN(CCOC(=O)c1ccccc1I)Cc1ccccc1
  -1 | 0.6 | 9 | 0.0
COc1cc(Oc2ccccc2)nc(N)n1
  2 | -1.2 | -4 | 0.1
CC1CCCCN1C(=O)/C=C/c1ccccc1[N+](=O)[O-] (stereo unspecified)
  6 | 2.3 | 6 | -0.2
Cc1cc(NC(=O)C(=O)NCc2ccccn2)ccc1Br
  -4 | 0.1 | -32 | -0.1
COc1ccc(Cl)cc1NC(=O)NN1CCN(C)CC1
  4 | 0.6 | -6 | -0.1
COCCCNC(=O)c1ccc2c(c1)OCO2
  3 | 3.4 | -17 | 0.9

Taken from above.
CCCCNS(=O)(=O)c1cc(Br)cc2c1N(C(C)=O)CC2 @ FBW7 act = -0.1
NNC(=O)CNC(=O)/C=C/c1ccco1 @ GPR151 ag = 1.2
Cc1ccc(OCCCn2cnc3ccccc32)cc1 @ MITF primary = -2
CC1SC(c2ccc(Cl)c(Cl)c2)NC1=O (stereo unspecified) @ MITF primary = 9
COc1ccc(-c2csc(NC(=O)c3ccc(S(=O)(=O)N4CC(C)CC(C)C4)cc3)n2)cc1OC (stereo unspecified) @ GPR151 ag = 0.8

Following part.
The line under a structure holds: MITF primary | GPR151 ag | TEAD-YAP inh | FBW7 act
CCOC(=O)C1=CN(C)C=C(C(=O)OCC)C1c1ccc(OCC)c(OC)c1
  -13 | 0.1 | -8 | 0.1
CC1=CC(C)(C)Nc2ccc(OC(=O)COc3ccccc3)cc21
  1 | 1.4 | -40 | -0.5
CSc1nnc(-c2cccs2)n1-c1ccccc1
  4 | -1.0 | 5 | 0.7
CCn1nc(C)cc1C(=O)Nc1nnc(COc2ccccc2)o1
  10 | -0.7 | 13 | -0.1
C=CCNS(=O)(=O)c1ccc(C)c(C)c1
  -5 | -1.5 | 0 | 0.6
N#Cc1ccc(-c2nc(-c3ccccc3)c(-c3cccs3)[nH]2)cc1
  -6 | 0.0 | 22 | -0.1
CC/C(C)=N/Nc1nc(-c2ccccc2)c(C)s1
  10 | 0.5 | 0 | -0.1
O=C(c1cc2cc(Br)ccc2oc1=O)N1CCSC1c1cccc(Cl)c1 (stereo unspecified)
  0 | 0.4 | 4 | 0.0
COc1ccc(Cn2c(=S)[nH]c3cc(C(=O)Nc4ccc5c(c4)CCC5)ccc3c2=O)cc1
  3 | 2.1 | -5 | 0.0
Cc1ccc(Cn2c(C)cn3c4c(=O)n(C)c(=O)n(C)c4nc23)cc1
  10 | -1.1 | 8 | 0.3

Part of the list above in order of molecular weight, largest number first.
The line under a structure holds: MITF primary | GPR151 ag | TEAD-YAP inh | FBW7 act
COc1ccc(Cn2c(=S)[nH]c3cc(C(=O)Nc4ccc5c(c4)CCC5)ccc3c2=O)cc1
  3 | 2.1 | -5 | 0.0
O=C(c1cc2cc(Br)ccc2oc1=O)N1CCSC1c1cccc(Cl)c1 (stereo unspecified)
  0 | 0.4 | 4 | 0.0
N#Cc1ccc(-c2nc(-c3ccccc3)c(-c3cccs3)[nH]2)cc1
  -6 | 0.0 | 22 | -0.1

(continued)
The line under a structure holds: MITF primary | GPR151 ag | TEAD-YAP inh | FBW7 act
COc1ccc2ccc(=O)oc2c1CC=C(C)C
  4 | 1.1 | -2 | -0.1
COc1cc2nc(CN3CCNC(=O)C3)nc(N3CCCCC3)c2cc1OC
  12 | -0.2 | 4 | 0.1
Cc1n(-c2ccccc2)c2ccccc2[n+]1C
  -10 | 1.3 | -3 | -0.1
Cc1[nH]c2ccccc2c1/C=N/NC(=O)Cc1ccc(F)cc1
  -1 | 2.6 | 11 | 0.0
CCOc1ccc2nc(/N=C/c3nc(-c4ccc([N+](=O)[O-])cc4)oc3O)sc2c1
  -1 | 0.3 | -5 | -0.1
Cc1csc(NC(=O)CN(C)S(=O)(=O)c2cccs2)n1
  14 | -0.2 | 0 | 0.2
Cc1ccc(/C=C/C(=O)OC(C)C(=O)NC(=O)NC2CCCCC2)o1 (stereo unspecified)
  -4 | 2.4 | -12 | 0.3
O=C(NCCN1CCN(c2ccccc2)CC1)NCc1cccs1
  0 | 0.6 | 1 | -0.1
O=c1c2ccccc2ncn1-c1ccc([N+](=O)[O-])cc1Cl
  -11 | -0.7 | 5 | 0.4
N#Cc1cnc(SCC(=O)Nc2ccc(OCc3ccccc3)cc2)nc1N
  16 | -0.7 | 19 | 0.0

Next part
The line under a structure holds: MITF primary | GPR151 ag | TEAD-YAP inh | FBW7 act
COCCn1c(NCCN(C)C)nc2c1c(=O)[nH]c(=O)n2C
  -4 | 2.6 | 9 | 0.0
CN(C)N1C(N)=C(C#N)C(c2cccc3ccccc23)C2=C1CC(C)(C)CC2=O (stereo unspecified)
  9 | 2.3 | 0 | 0.0
O=C(NCCSc1ncc(-c2ccccc2)[nH]1)c1ccc(F)c(F)c1
  -8 | -0.8 | -4 | 0.0
COc1cccc(-c2nc3sc4c(c3c(=O)n2CC(=O)NCc2ccccc2)CCCC4)c1
  -6 | -0.2 | -9 | 0.1
COc1ccc(/C=C2\C(=O)CNC2=O)cc1
  6 | 0.7 | 3 | 0.0
CCSc1nc2c(c(=O)n1CCc1ccccc1)C1(CCCC1)Cc1ccccc1-2
  -5 | 0.7 | 2 | -0.1
CC(=O)N1CCN(c2ccc(NC(=O)c3ccc(Cl)c(Cl)c3)cc2)CC1
  11 | 1.0 | 6 | -0.4
CCN(Cc1ccccc1)Cc1ccc(C(=O)NC2CCC(O)CC2)c(=O)[nH]1 (stereo unspecified)
  -12 | -0.7 | -8 | 0.0
COc1ccc(NC(=O)N2CCN(C(=O)c3ccco3)CC2)c(OC)c1
  3 | -0.6 | 9 | 0.1
CC(NC(=O)CN1CCC(=O)CC1)c1ccc(-c2ccccc2)cc1 (stereo unspecified)
  10 | 0.6 | 28 | 0.2
